# Bioassay records from PubChem BioAssay.
# KCNK3 block = human KCNK3 channel inhibition, primary screen. O14649. CHO-KCNK3 thallium flux, FluxOR fluorescence; active compounds read low. B-score at 10 µM. hit rate 0.84% among 340,000. AID 602410;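 active = B-score under library mean minus 4 SD, starting fluorescence ratio at most library mean plus 5 SD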;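 also: more negative B-score means stronger inhibition of thallium flux through KCNK3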
# GSK3A inh = inhibitors of human GSK-3 alpha kinase; ADP-Glo luminescence, 60 min; inhibition, % at 10 µM; hit rate 0.1% among 320,000; AID 2650;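 in the data active = inhibition above about 50%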;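 also: GST-tagged GSK-3 alpha with peptide substrate and 25 µM ATP; 0% = DMSO neutral wells and 100% = GW8510 positive control wells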
# Target sequence (P49840 whole entry, looked up): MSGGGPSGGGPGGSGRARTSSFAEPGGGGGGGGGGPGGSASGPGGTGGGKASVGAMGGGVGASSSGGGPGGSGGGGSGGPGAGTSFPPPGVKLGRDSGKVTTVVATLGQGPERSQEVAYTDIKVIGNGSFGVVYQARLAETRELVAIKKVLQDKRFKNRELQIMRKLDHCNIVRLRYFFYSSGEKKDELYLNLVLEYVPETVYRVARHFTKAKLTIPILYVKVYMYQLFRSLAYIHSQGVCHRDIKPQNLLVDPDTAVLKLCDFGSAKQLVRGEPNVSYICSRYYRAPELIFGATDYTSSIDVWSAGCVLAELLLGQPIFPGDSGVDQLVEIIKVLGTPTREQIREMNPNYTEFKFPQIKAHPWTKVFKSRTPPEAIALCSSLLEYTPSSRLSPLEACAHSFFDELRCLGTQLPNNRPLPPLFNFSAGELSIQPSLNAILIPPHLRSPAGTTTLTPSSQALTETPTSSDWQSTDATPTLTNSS
# GSK3beta inhib = human GSK3beta kinase inhibition; GST-GSK3beta kinase, ADP-Glo luminescence, 60 min; active compounds read low; activity score (negative = inhibition), % at 10 µM; hit rate 0.038% among 300,000; P49841; AID 2097;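 active = more than half of replicate wells score below -50%, meaning over 50% inhibition versus plate controls; inconclusive = some replicates but at most half score below -50%; inactive = no replicate scores below -50%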;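 also: 0% = median DMSO wells and -100% = median GW8510 positive control wells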
#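 test system = GST-tagged human GSK3beta kinase, cell-free | reagent = 25 µM ATP with peptide substrate | dosing = one dose of 10 µM per compound | schedule = 60 min reaction, RT | detection = luminescent ADP-Glo measurement of ADP formed | control set = DMSO neutral wells and GW8510 at 20 µM as positive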
# KCNQ1 act = potentiates or activates the human KCNQ1 potassium channel. P51787. CHO-K1 KCNQ1, thallium flux FluxOR fluorescence; active compounds read high. B-score at 10 µM. hit rate 0.35% among 310,000. AID 2648;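 active = fluorescence ratio B-score, a plate-corrected score, at least three library SD, with initial intensity B-score within 5 SD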
#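 Assay system: CHO-K1 cells stably expressing KCNQ1. Medium: assay buffer for compound exposure, DMSO matched across wells. Timing: 37 °C overnight plating, 90-min dark dye load, 20-min compound pretreatment. Signal: kinetic FluxOR fluorescence, 10 s baseline plus 110 s post-stimulus.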
# PolyA inh = blocks polyadenylation in yeast reporter cells. S. cerevisiae SKY197-pL101 polyadenylation reporter, beta-gal luminescence; efflux-impaired pdr1/pdr3 knockout yeast; score 100 = 6 SD above DMSO. hit rate 0.02% among 300,000. calls only at 12 µM;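 active = lowest replicate activity score at least 50, where 100 means six control SD above control mean; inconclusive = lowest score under 50 but half or more replicates reach 50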;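 also: yeast exposed to compound for 9 h at 30 °C; higher score means more reporter readthrough which indicates perturbed polyadenylation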
# KCNQ1 inh = blocks the human KCNQ1 potassium channel; CHO-K1 KCNQ1, FluxOR thallium flux fluorescence; active compounds read high; AID 2642; B-score at 10 µM; hit rate 1.3% among 310,000;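 active = compounds whose thallium flux B-score, printed positive for inhibition, exceeds three library SD while starting fluorescence stays within three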;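 also: channel opened by potassium depolarization with thallium stimulus after 20 min compound exposure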
# RGS4 act = potentiators or activators of RGS4; HEK293 M3R/inducible RGS4, carbachol calcium flux Fluo4; active compounds read low; B-score at 10 µM; hit rate 0.92% among 310,000; AID 463111;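 active = B-score of the integrated calcium signal more than 4 SD below the library mean, with starting fluorescence not abnormally high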;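 also: negative B-score means reduced calcium response which marks RGS4 activation or potentiation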
#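 Reagent: ECmax carbachol challenge; Test system: M3R-expressing HEK293 line, RGS4 induced by doxycycline; Schedule: overnight RGS4 induction, 30 min dye load 37 °C, 20 min compound RT; Detection: calcium dye Fluo4 fluorescence; Read-out: Agonist-evoked peak-minus-minimum fluorescence over baseline, integrated ratio, B score.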
# Dyrk1A ADPGlo = Dyrk1A (rat) kinase inhibition | Q63470 | ADP-Glo luminescence, NFATc1 peptide | inhibition, % at 12.5 µM | hit rate 0.43% among 310,000 | AID 504441; in the data active = inhibition above about 50%;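 also: plate controls were vehicle with enzyme for no effect and no enzyme for full effect; many of its hits are not listed in these tables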
# HDAC3 inhib = human HDAC3 inhibition; inhibition, % at 8.3 µM; hit rate 0.15% among 320,000; recombinant HDAC3, fluorogenic peptide/trypsin coupled, fluorescence; AID 2718; O15379; in the data active = inhibition above about 26%, passing the limit was not always enough; inconclusive = no clear call, values can overlap the other calls
# Target sequence (O15379 whole entry, looked up): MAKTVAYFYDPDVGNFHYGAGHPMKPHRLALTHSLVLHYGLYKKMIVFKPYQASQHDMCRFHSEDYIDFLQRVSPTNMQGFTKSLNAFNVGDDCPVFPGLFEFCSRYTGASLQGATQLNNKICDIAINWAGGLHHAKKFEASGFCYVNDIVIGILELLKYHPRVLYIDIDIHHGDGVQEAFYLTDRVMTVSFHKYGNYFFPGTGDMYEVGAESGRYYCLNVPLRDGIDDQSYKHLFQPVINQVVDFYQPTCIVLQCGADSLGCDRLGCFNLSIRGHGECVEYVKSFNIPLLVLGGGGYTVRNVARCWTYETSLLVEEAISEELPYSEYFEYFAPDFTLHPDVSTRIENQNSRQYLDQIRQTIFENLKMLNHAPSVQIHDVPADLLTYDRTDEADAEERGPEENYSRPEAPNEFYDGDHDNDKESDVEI
# KCNK9 inh = human KCNK9 channel inhibition | Q9NPC2 | HEK293 KCNK9, FluxOR thallium flux fluorescence; active compounds read low | B-score at 10 µM | hit rate 1.2% among 310,000 | AID 488922;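 active = ratio B-score over 3 SD below the library mean, with starting fluorescence within 5 SD of its mean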;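 also: negative B-score means less thallium flux so channel inhibition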
# hERG protect = compounds protecting human hERG from proarrhythmic drug block; CHO-hERG, FluxOR thallium flux, dofetilide IC70 present; activation (rescue from dofetilide block), less the hit threshold, % at 10 µM; AID 1511; Q12809; hit rate 0.51% among 310,000;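 active = activation above the mean of controls blocked by dofetilide plus 5 SD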;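 also: thallium influx through hERG after potassium depolarization seen as dye fluorescence rise; in these data hits start at about 4.7%; inactives centre near -7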
# * hit, by the source's call; i = inactive; u = inconclusive; x = not tested or not shown. A portion of the library. The share of hits here may be higher or lower than overall.
SMILES,KCNK3 block,GSK3A inh,GSK3beta inhib,KCNQ1 act,PolyA inh,KCNQ1 inh,RGS4 act,Dyrk1A ADPGlo,HDAC3 inhib,KCNK9 inh,hERG protect
CC(C(=O)c1ccc(Br)cc1)[n+]1cccc(NC(=O)c2ccccc2)c1 (configuration not stated),i,3,-1,i,i,i,i,14,1,i,-10
Cc1ccccc1COc1ccc(-c2nnn(CC(=O)O)n2)cc1,i,-3,-2,i,i,i,i,6,0,i,-6
CCN(CC)CCCn1c2c(c(SCC(=O)N3CCc4ccccc43)nc1=O)CCC2,i,-2,2,i,i,i,i,20,-1,i,-13
CC(C(=O)Nc1cccc(S(=O)(=O)N2CCOCC2)c1)N1CCN(c2ccc(F)cc2)CC1 (configuration not stated),i,2,1,i,i,i,i,3,-5,i,-8
CCOc1cccc2sc(N(CCN(CC)CC)C(=O)c3cccc([N+](=O)[O-])c3)nc12,i,-2,2,i,i,i,i,x,11,i,-12
O=C(COc1ccc(C(=S)N2CCC(Cc3ccccc3)CC2)cc1)N1CCOCC1,i,-2,-3,i,i,i,i,-4,2,i,-5
C/C(=N\O)C(=O)C(CN1CCCCC1)CN1CCCCC1,i,-5,-4,i,i,i,i,-4,-4,i,-5
Cc1ccc(-c2nnn(CC(=O)N3CCCCC3)n2)c(-n2cnnn2)c1,i,x,2,i,i,i,i,4,-13,i,-5
COc1cccc(CNCC(O)COc2ccc(C(=O)c3ccccc3)cc2)c1 (configuration not stated),i,-3,-1,i,i,i,i,0,6,i,-9
COc1ccc(Cl)cc1NC(=O)CSc1nnc(Cc2ccc(C)cc2)c(=O)[nH]1,i,-5,2,i,i,i,i,-1,2,i,-12
Cc1ccc(C)c(N2CCN(C(=O)c3cc(S(=O)(=O)N4CCOCC4)ccc3F)CC2)c1,i,-2,-1,i,i,i,i,1,-2,i,-1
Nc1nc2n(n1)C(c1ccc(F)cc1)CC(c1ccc(F)cc1)N2 (configuration not stated),i,-3,2,i,i,i,i,1,1,i,-7
Cc1nc2cc(NC(=O)N3CCCCC3)ccc2n1C,i,0,-3,i,i,i,i,-5,9,i,-6
Cc1cc(C)c(NC(=O)NC(=O)c2ccc(F)cc2)c(C)n1,i,-3,-5,i,i,i,i,-4,-1,i,-1
O=C(Oc1ccccc1N1C(=O)CCC1=O)c1ccco1,i,2,-3,i,i,i,i,-5,u,i,-10
O=C(c1sccc1Br)N1CCN(Cc2ccc3c(c2)OCO3)CC1,i,-2,0,i,i,i,i,x,-2,i,-3
CCCc1cc(=O)[nH]c(SCC(=O)Nc2oc(C)c3c(C)n[nH]c(=O)c23)n1,i,2,-2,i,i,i,i,x,-2,i,-16
COc1cc(/C=N/NC(=O)c2c(C)nnn2-c2nonc2N)ccc1O,i,1,2,i,i,i,i,2,5,i,-5
O=C(O)c1ccc2c(c1)C(=O)N(c1ncccn1)C2=O,i,0,1,i,i,i,i,2,1,i,-5
COc1ccc(-c2c(C)nn(-c3ccccc3)c2NC(C)=O)cc1OC,i,x,-2,i,i,i,i,0,-1,i,0
Cc1ccc(C(=O)N/N=C2\CCc3ccccc32)c(C)c1,i,1,1,i,i,i,i,1,0,i,-7
Cc1sc2nc3n(c(=O)c2c1C)NC(=O)CC3,i,-4,0,i,i,i,i,5,-7,i,-2
CC(=O)c1c(N=CN(C)C)nc(C)nc1-c1ccccc1,i,-6,-1,i,i,i,i,13,-2,i,-4
Cc1ccc2nc(NC(=S)NC(=O)c3ccc(OC(C)C)cc3)sc2c1,i,-6,0,i,i,i,i,0,-3,i,-3
O=C(CCn1ccnc1)Nc1cc(Cl)ccc1O,i,1,-1,i,i,i,i,-4,-5,i,-5
COc1ccc(S(=O)(=O)N(CC(=O)N/N=C/c2cccs2)c2cc(C)cc(C)c2)cc1OC,i,-4,-2,i,i,i,i,9,2,i,-5
COc1ccc(/C=N/NC(=S)Nc2ccccc2)cc1COc1ccc(Br)cc1,i,-1,-1,i,i,i,i,-2,-1,i,-9
COc1cc(COc2ccc3c(C)c(Cc4ccccc4)c(=O)oc3c2C)cc(OC)c1OC,i,-3,-1,i,i,i,i,4,-2,i,-12
Cc1ccc2cc3cc(C(=O)N4CCCCCC4)oc3nc2c1,i,2,2,i,i,i,i,0,3,i,-7
CN1C(=O)/C(=C/C=C2/CCCN2C)N(C)C1=S,i,6,-1,i,i,i,i,-2,8,i,-7
CCOc1ccccc1NC(=O)Cn1c(=O)sc2ccccc21,i,-2,-1,i,i,i,i,x,6,i,-1
O=C(Nc1cccc([N+](=O)[O-])c1)C1C2/C=C\CCCCC21 (configuration not stated),i,0,-4,i,i,i,i,-5,0,i,-9
CCCCNC(=O)O[C@@H]1C[C@H]2CCC(=O)N3CC[C@@H](C1)[C@@H]23,i,2,0,i,i,i,i,-2,-2,i,-8
Cc1ccc(-n2c(C)nn(-c3ncc(C(F)(F)F)cc3Cl)c2=O)cc1,i,2,-2,i,i,i,i,-2,-9,i,-5
CCc1nccn1S(=O)(=O)c1cc(C)c(OC)cc1C,i,-1,3,i,i,i,i,4,2,i,-10
CN1C(=O)Cc2cc(S(=O)(=O)N3CCN(c4cccc(Cl)c4)CC3)ccc21,i,-13,19,i,i,i,i,-3,-1,i,-9
CCCOc1ccc(C(=O)OCC(=O)c2c(N)n(C)c(=O)n(C)c2=O)cc1OCC,i,-2,4,i,i,i,i,3,-2,i,-7
Cn1nc(C(=O)NC(C)(C)C)c2ccccc21,i,1,4,i,i,i,i,-3,-2,i,-3
CCO[C@@H]1OC(C(N)=O)=C[C@H](c2ccccc2)[C@H]1CCCO,i,x,3,i,i,i,i,-1,2,i,-6
CCOC(=O)/C(=C\c1ccccc1)C(=O)c1cc(C(C)=O)c(Nc2ccccc2)s1,i,-2,-3,i,i,i,i,x,0,i,-14
CC(C)(C)c1ccc(S(=O)(=O)N2CCCC2C(=O)NC2=NCCS2)cc1 (configuration not stated),i,-1,0,i,i,i,i,3,-2,i,-10
CCCC(=O)CN1C(=O)C2(OCCO2)c2ccccc21,i,1,-2,i,i,i,i,-1,-3,i,-10
Cc1ccccc1NC(=S)NC1CC2CCC(C1)N2Cc1ccco1 (configuration not stated),i,-1,-4,i,i,i,i,x,-1,i,-5
Cc1nn(-c2ccccc2)c2nc(Cl)c(C(=O)O)cc12,i,-1,-2,i,i,i,i,-6,1,i,-2
COc1ccccc1C(=O)NCCC(=O)N1CC(=O)Nc2ccccc21,i,2,1,i,i,i,i,-11,6,i,-13
COc1ccc(CNc2ccccn2)c(O)c1,i,x,4,i,i,i,i,-2,x,i,-4
COc1cccc(C2Nc3ccccc3C(=O)N2Cc2ccccc2)c1 (configuration not stated),i,-5,-1,i,i,i,i,5,-38,i,-6
O=C(COc1c(F)c(F)c(C(F)(F)F)c(F)c1F)Nc1ccc(N2CCOCC2)c(Cl)c1,i,-1,5,i,i,i,i,6,1,i,-5
O=C(CSc1nnc(C2CC2)n1Cc1ccccc1)c1cc2ccccc2o1,i,-2,-4,i,i,i,i,-6,-2,i,-8
CC(C)CCNC(=S)Nc1ccccc1F,i,-2,3,i,i,i,i,-4,0,i,-8
O=C(Nc1ccc(Br)c2cccnc12)c1ccc(Cn2cc(Cl)cn2)o1,i,-2,-2,i,i,i,i,-4,1,i,-12
O=C(NCC(c1ccco1)N1CCOCC1)C1CCCCC1 (configuration not stated),i,1,1,i,i,i,i,14,u,i,-5
COc1ccc(OC)c(NC(=O)CCC(=O)Oc2ccc(C)cc2)c1,i,-1,-2,i,i,i,i,x,2,i,4
COc1ccccc1NC(=O)CSc1n[nH]c(-c2ccccn2)n1,i,-3,0,i,i,i,i,-3,7,i,-10
